FN deposition inh – inhibitors of fibronectin matrix deposition, primary screen, AH1F cells, Alexa488-fibronectin fluorescence, plate reader; AH1F fibroblasts, overnight; inhibition, % at 12.6 µM; 350,000 tested, 0.086% active;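 active means mean inhibition across replicates of 30% or more, regardless of how many single replicates reach that level; inconclusive means mean under 30% yet at least half of replicates reach 30%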;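 further: positive control wells lacked labelled fibronectin entirely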
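Material: AH1F fibroblasts assembling fluorescent fibronectin matrix; amount: 10000 AH1F cells/well; medium: DMEM, 2% serum; reagent: Alexa488-fibronectin, 24 nM final in well; dosing: single compound dose, delivered by pin transfer; incubation: 1 h adhesion, overnight exposure; detection: fluorescence after three HBSS washes, excitation 485 nm, emission 525 nm; measure: fibronectin deposition inhibition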
ERAP1 inh – human ERAP1 aminopeptidase inhibitors, primary screen, biochemical, single point, plate reader; recombinant ERAP1, Leu-AMC fluorescence, 60 min; inhibition, % at 10.7 µM; 340,000 tested, 0.15% active; AID 652197, 2013;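 active means mean replicate inhibition of at least 30%, or all replicates individually reaching that 30% level; inactive means mean below 30% and not every replicate reaching it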;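 further: 0% = neutral control wells and 100% = L-leucinethiol positive control wells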
Target sequence (Q9NZ08 whole entry, looked up): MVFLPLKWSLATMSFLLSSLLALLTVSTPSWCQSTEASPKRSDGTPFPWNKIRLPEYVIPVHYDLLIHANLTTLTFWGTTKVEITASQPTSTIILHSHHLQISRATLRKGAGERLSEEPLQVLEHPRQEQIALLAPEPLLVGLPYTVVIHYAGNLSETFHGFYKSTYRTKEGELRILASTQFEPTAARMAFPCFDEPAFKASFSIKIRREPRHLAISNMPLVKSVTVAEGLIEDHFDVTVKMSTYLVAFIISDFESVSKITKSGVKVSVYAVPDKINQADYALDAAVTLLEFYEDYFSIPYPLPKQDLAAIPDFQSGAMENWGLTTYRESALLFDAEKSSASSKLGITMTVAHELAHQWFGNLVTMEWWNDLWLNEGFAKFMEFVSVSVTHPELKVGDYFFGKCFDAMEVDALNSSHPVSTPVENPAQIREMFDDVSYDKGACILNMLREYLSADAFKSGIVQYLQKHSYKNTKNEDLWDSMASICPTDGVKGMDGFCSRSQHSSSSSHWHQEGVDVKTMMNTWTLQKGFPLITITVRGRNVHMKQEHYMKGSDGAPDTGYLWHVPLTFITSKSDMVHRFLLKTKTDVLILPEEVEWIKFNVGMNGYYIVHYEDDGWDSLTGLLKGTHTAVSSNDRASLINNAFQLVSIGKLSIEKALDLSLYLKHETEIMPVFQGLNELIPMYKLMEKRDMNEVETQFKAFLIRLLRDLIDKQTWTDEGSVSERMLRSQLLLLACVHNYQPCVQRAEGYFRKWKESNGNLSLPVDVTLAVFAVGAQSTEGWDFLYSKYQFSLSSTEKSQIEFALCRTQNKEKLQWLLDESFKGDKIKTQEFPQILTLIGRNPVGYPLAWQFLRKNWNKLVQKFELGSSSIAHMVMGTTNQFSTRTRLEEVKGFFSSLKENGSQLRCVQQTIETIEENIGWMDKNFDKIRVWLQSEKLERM
S100A4 MyoIIA – inhibitors of S100A4-myosin IIA peptide binding, primary screen, biochemical, fluorescence polarization, TAMRA-MyoIIA peptide; Protein S100-A4 (Homo sapiens), P26447; inhibition, % at 10.7 µM; 360,000 tested, 0.14% active;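 active means mean inhibition of at least 70% across replicates, with every replicate also reaching that level; inconclusive means mean inhibition reaches 70% but some replicates fall short; inactive means mean inhibition below 70%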
Target sequence (P26447 whole entry, looked up): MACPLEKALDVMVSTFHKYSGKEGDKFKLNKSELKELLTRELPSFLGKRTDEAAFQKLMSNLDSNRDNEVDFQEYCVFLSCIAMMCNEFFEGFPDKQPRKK
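assay system = human S100A4 monomer with TAMRA-labelled myosin IIA peptide | also added = labelled myosin peptide probe, 5 nM | incubation = 5 min between mix addition and reading | control set = DMSO and TFP controls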
PAX8 reporter – inhibitors of PAX8-driven TPO luciferase reporter, primary screen, RMG-I cells, single concentration; SteadyGlo, 24 h; inhibition, % at 12.6 µM; 360,000 tested, 1.2% active; AID 652154, 2013;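 active means mean replicate inhibition at least 60% with every replicate also reaching 60%; inconclusive means only one of the two criteria is met; inactive means mean below 60% and not all replicates reaching 60%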;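 further: luciferase light reporting Pax8 driven TPO promoter activity; plate controls were median of neutral control wells for no effect and mitoxantrone controls for full effect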
PglD inh – C. jejuni PglD acetyltransferase inhibitors, primary screen, biochemical, DTNB colorimetric, single point. AID 602405, 2012. purified PglD enzyme, DTNB colorimetric CoA detection. inhibition, % at 12.5 µM. 360,000 tested, 0.098% active; in the data active means inhibition above about 16%, passing the limit was not always enough; inconclusive means no clear call, values can overlap the other calls; further: strong numbers were not always called active
PGC1a acetyl inh – inhibitors of PGC1a acetylation signal, primary screen, cell-based, U2OS, AlphaScreen, inhibitor mode | AID 651687, 2012 | 350,000 tested, 0.17% active | AlphaScreen anti-acetyl-lysine; with virally co-expressed GCN5 acetyltransferase | inhibition, % at 15.6 µM;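 active means every replicate shows inhibition of at least 40%; inconclusive means mean inhibition at least 40% but some replicate below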;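 further: 0% = neutral control wells and 100% = positive control wells; some results beyond the cut were filed as inactive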
EWS-Fli inh – EWS/Fli-driven NR0B1 reporter inhibitors, primary screen, A673 cells, NR0B1 luciferase, luminescence, MLPCN library. viability-normalised. inhibition, % at 12.6 µM. AID 651661, 2012. 350,000 tested, 0.67% active;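 active means mean inhibition of at least 50% after viability correction, with every replicate also passing that limit; inconclusive means mean reaches 50% but only one of two replicates passes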;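 further: firefly luciferase signal divided by Alamar Blue viability fluorescence both relative to DMSO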
LGR2 inh – inhibitors of bursicon-induced LGR2 CRE-luciferase signal, primary screen, cell-based, HEK293, CRE-luciferase reporter, bursicon stimulation | bursicon-stimulated, 4 h | 380,000 tested, 0.35% active | inhibition, % at 9.99 µM | Drosophila bursicon receptor LGR2 (rickets) | AID 720647, 2013;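 active means drop in luminescence signal, shown as inhibition above about 50% in the replicate tests, limit read from the data, passing the limit was not always enough; inconclusive means probably only some replicates passing the limit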;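 further: agonist challenge used bursicon conditioned medium at about half maximal strength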
Numbers without * were called inactive; u = inconclusive; x = not tested or not shown.

mol,FN deposition inh,ERAP1 inh,S100A4 MyoIIA,PAX8 reporter,PglD inh,PGC1a acetyl inh,EWS-Fli inh,LGR2 inh
O=C(Nc1ccccc1Br)c1ccc(N2CCCC2=O)cc1,6,1,0,-191,3,x,-84,3
CCC(=O)c1ccc(N2CCN(C(=O)c3ccc(F)cc3)CC2)c(F)c1,x,-1,0,18,0,x,7,11
O=S(=O)(N[C@@H]1CC[C@H](CCn2cc(-c3cccc(F)c3)nn2)O[C@@H]1CO)c1ccc(Cl)cc1,x,-4,13,-12,-1,-9,4,-16
CCc1ccc(N2CC(C(=O)Nc3ccccc3F)CC2=O)cc1 (stereo unspecified),-5,x,x,x,-7,-1,x,2
CCOc1ccc(-n2nnc3c(=O)n(CC(=O)NCc4ccco4)cnc32)cc1,0,-3,6,17,-1,-2,-6,1
Cc1ccccc1NC(=O)c1cn(-c2ccccc2)nc1-c1ccccc1,13,-1,2,14,x,x,2,-1
N#C[C@H]1[C@@H](c2ccc(-c3cccc(F)c3)cc2)[C@H](CO)N1C(=O)CN1CCOCC1,5,2,3,-13,1,-7,-1,0
O=C(c1cc2ccccc2o1)N1CCN(Cc2ccc3c(c2)OCO3)CC1,2,-1,-1,-2,5,x,8,12
CC/C(=N\NC(=O)Cc1ccc(Br)cc1)c1cccs1,-3,1,-1,-7,-5,x,-2,-5
CC12CC3(C)CC(C)(C1)CC(C(=O)NC(=S)NC(C)(C)C)(C2)C3,-6,1,5,9,x,x,3,-3
COc1ccc(NC(=O)CN2CCN(C(=O)c3ccco3)CC2)c(OC)c1,-4,x,x,11,3,-11,x,x
O=C(Cn1cnc2c(nnn2Cc2ccccc2F)c1=O)NCc1ccco1,2,x,x,x,-1,21,x,10

Complete entries, quoted from the list. Order of screens: FN deposition inh, ERAP1 inh, S100A4 MyoIIA, PAX8 reporter, PglD inh, PGC1a acetyl inh, EWS-Fli inh, LGR2 inh
`Cc1ccccc1NC(=O)c1cn(-c2ccccc2)nc1-c1ccccc1` in the list: 13, -1, 2, 14, x, x, 2, -1
`O=C(c1cc2ccccc2o1)N1CCN(Cc2ccc3c(c2)OCO3)CC1` in the list: 2, -1, -1, -2, 5, x, 8, 12

More results:
mol,FN deposition inh,ERAP1 inh,S100A4 MyoIIA,PAX8 reporter,PglD inh,PGC1a acetyl inh,EWS-Fli inh,LGR2 inh
CC(C)(C)[S@@](=O)N1Cc2cc(C(=O)NCc3ccccc3F)nc(-c3cccc(-c4ccncc4)c3)c2[C@H]1CCO,24,-2,-32,24,11,13,6,-7
CC=Cc1ccc2n(c1=O)C[C@@H]1[C@@H](CO)[C@H](C(=O)NCc3cccc(OC)c3)N[C@H]21 (mixture of isomers),2,-1,-32,x,1,x,-4,-11
C#CCOCCOCCOCCNc1nc(N2CCN(C(=O)Cn3cc(CCCCN)nn3)CC2)nc(N2CCN(C(=O)[C@H]([C@@H](C)CC)n3cc(CCCCN)nn3)CC2)n1,1,-1,0,4,-6,-13,-11,10
NC(=O)C1CCN(C(=O)/C(=C/c2ccccc2)NC(=O)c2ccccc2)CC1,0,-3,0,-1,-2,x,3,1
C[C@H](NC(=O)[C@H]1[C@H](CO)[C@H]2Cn3c(ccc(C4=CCCC4)c3=O)[C@H]2N1C)c1ccccc1,x,4,-22,x,-3,x,0,-1
C[C@@H]1CN([C@H](C)CO)C(=O)c2cc(NC(=O)Cc3cn(C)c4ccccc34)ccc2O[C@H]1CN(C)C(=O)Nc1ccc(F)cc1,-23,-1,-11,26,-2,-8,9,3
O=C(CSc1ccc(-c2ccco2)nn1)Nc1ccc(F)cc1F,2,0,0,0,-2,3,x,-3
CC(C)c1cc(C(=O)NNC(=S)NC2CCCCC2)cs1,x,1,5,-192,0,-18,-21,-51
O=C(Cc1cccnc1)N[C@@H]1CC[C@H](CCNS(=O)(=O)c2ccccc2Cl)O[C@@H]1CO,-10,0,-6,x,3,4,x,4
CCOCCCNC(=O)c1cc2cc3cc(OC)ccc3nc2o1,-7,2,-2,-13,6,-7,-21,-21
COc1ccc(S(=O)(=O)N(C)C[C@H]2OCCCC[C@H](C)Oc3ccc(NC(=O)Cc4ccccc4)cc3C(=O)N([C@H](C)CO)C[C@@H]2C)cc1,-8,-1,-12,-12,5,-2,5,-7
COCCNC(=O)C[C@H]1C=C[C@H](NC(=O)NC2CCCCC2)[C@H](CO)O1,x,-1,-3,-14,1,-1,-2,-1
Nc1c2c(nc3ccccc13)CCCC2=O,-4,-1,-2,12,x,-19,3,-1
COc1cccc(S(=O)(=O)N2CC[C@@H]3[C@H](CO)Nc4ccc(C#Cc5cccnc5)cc4[C@@H]32)c1,0,-1,8,9,3,-6,-6,3
Cc1ccc(CN2CCNC(=O)C2CC(=O)N(C)C2CCCCC2)o1 (stereo unspecified),-4,-5,-2,-4,x,x,14,-17
COc1ccc([N+](=O)[O-])c(OC)c1C(=O)NC(=O)Nc1c(C)cccc1C,0,-1,2,9,3,-4,8,-3
CCOC(=O)C1CCCN(c2c(NCCN(CC)c3ccccc3)c(=O)c2=O)C1 (stereo unspecified),2,2,1,2,-1,3,-5,-12
O=C(C[C@@H]1CC[C@H]2[C@@H](COC[C@@H](O)CN2S(=O)(=O)c2ccccc2)O1)NCCN1CCCCC1,-4,0,11,-10,-1,0,-3,-23
COc1ccccc1CNC(=O)C[C@H]1CC[C@@H](NC(=O)CC2CC2)[C@@H](CO)O1,-20,2,2,-9,-3,4,3,1
COc1ccc(S(=O)(=O)N2CC[C@@H]3[C@H]2c2cc(C#Cc4cccnc4)ccc2N[C@@H]3CO)cc1,13,-1,-8,-5,1,-16,8,6
CC(C)Cc1cc(C(=O)Nc2sc3c(c2C#N)CCCC3)no1,-1,-5,2,-30,3,-3,2,-45
CSc1nnc2c3ccccc3c3ccccc3c2n1,1,x,x,13,-5,-3,x,x
O=C(CS(=O)(=O)c1ccccc1)Nc1nnc(Cc2ccccc2)s1,x,-2,-1,4,-1,x,x,1
COc1ccc(OC)c(C2NC(=O)CCC2[N+](=O)[O-])c1 (stereo unspecified),-1,-2,-2,8,-4,4,1,-12
C/C(=N\NC(=O)Cc1ccccc1)c1ccc(Cl)s1,5,5,10,x,1,x,-4,-5
Cc1cc(C)n(-c2ccc(C(=O)Nc3ccccc3N3CCOCC3)cc2)n1,-2,x,x,x,0,-1,x,-1
Cc1cc(C)c(C(=O)/C=C/c2ccc(C(C)C)cc2)c(=O)[nH]1,x,-1,8,x,7,u,-3,80*
O=C(O)C(NS(=O)(=O)c1ccc(F)cc1)c1ccccc1 (stereo unspecified),x,2,-6,10,x,x,14,-2
O=S(=O)(c1ccc(OC(F)(F)F)cc1)N1CCCC(N2CCOCC2)C1 (stereo unspecified),-1,-1,0,2,-1,x,8,11
Cc1ccc(Cc2c(-c3ccc(C)cc3)nc3c(C)cc(Br)cn23)cc1,3,1,-14,10,4,-3,-19,x
CCCNC(=O)C[C@@H]1CC[C@@H]2[C@H](COc3ccc(NC(=O)C4CCCC4)cc3C(=O)N2C)O1,-3,-1,-4,3,0,-3,0,-6
CNC(=S)NNC(=O)c1cccn(Cc2cccc(C(F)(F)F)c2)c1=O,-9,-1,0,11,6,4,-3,5
CO[C@H]1CN(C)C(=O)c2cc(NS(=O)(=O)c3ccccc3)ccc2OC[C@H](C)N(Cc2cccnc2)C[C@H]1C,-4,0,10,10,1,x,4,-8
O=C(OCCN1CCCCC1)c1ccccc1F,2,1,5,-4,-4,8,8,-20
CCC(CC)c1nnc(NC(=O)Oc2ccccc2)s1,11,x,x,x,-5,-5,x,7
O=C(CN1C(=O)c2ccccc2C1=O)Nc1cccc(O)c1,-1,-1,-4,-3,0,0,0,-23
CCCCCC(=O)NC(=S)Nc1ccccc1C(=O)OC,7,x,x,-4,0,-9,x,x
COc1ccccc1-c1ccc([C@@H]2[C@@H](C#N)N(C(=O)C3CCC3)[C@@H]2CO)cc1,3,0,7,-20,0,-13,-4,-14
CCOc1ccc(NC(=O)CSC2=NN3CCCC(=O)N=C3S2)cc1,12,4,2,1,-4,-3,x,8
COc1ccc(C2/C(=C(/O)c3ccc(C)cc3)C(=O)C(=O)N2CCCN2CCOCC2)cc1 (stereo unspecified),-9,0,10,-1,-4,x,19,4
CCCNC(=O)N1CCC2(CC1)CN(C(=O)Nc1ccc(F)cc1)[C@@H](CO)c1[nH]c3cc(OC)ccc3c12,x,-3,-3,x,x,3,9,0
O=C(NCCC1CCCCN1S(=O)(=O)c1ccccc1)C(=O)NCc1ccco1 (stereo unspecified),0,2,5,14,-3,-3,4,-6
CC(=O)NC[C@H]1[C@H](c2ccc(C3=CCCC3)cc2)[C@H](CO)N1C(=O)NC(C)C,4,x,x,11,-3,-1,-1,10
NC(=O)[C@@H]1[C@H]2C(=O)O[C@H](c3ccccc3)[C@H](c3ccccc3)N2[C@H](c2ccc(OCCO)cc2)[C@@]12C(=O)Nc1ccc(C#CC3=CCCCC3)cc12,x,2,0,x,1,3,18,x
C[C@@H]1CN([C@H](C)CO)C(=O)c2cc(NC(=O)Nc3ccc(F)cc3)ccc2O[C@H]1CN(C)S(C)(=O)=O,x,3,-46,-10,0,5,5,-8
COc1ccc(CN2C(=O)c3cccnc3C2=O)cc1S(=O)(=O)N1CC(C)CC(C)C1 (stereo unspecified),5,-2,-2,11,12,-7,x,-15
CC(=O)Nc1ccc2c(c1)C(=O)N(C)[C@@H]1CC[C@H](CC(=O)NCC3CCCCC3)O[C@H]1CO2,-10,x,x,1,2,16,-2,9
O=C(C[C@@H]1C[C@H]2c3cc(NS(=O)(=O)c4ccc(F)cc4)ccc3O[C@H]2[C@@H](CO)O1)NCc1ccncc1,-9,0,3,x,2,-10,5,-6
COc1cc(NC(=O)c2ccccc2)c(OC)cc1NC(=O)Cc1ccc(F)cc1,2,5,-1,9,2,12,12,2
COc1ccccc1Cc1c(-c2ccc(F)cc2)nc2c3ccccc3ccn12,-9,x,-2,5,x,x,-17,7
CCc1ccc(/C=C2\SC(=S)N(CCCC(=O)NC3=NCCS3)C2=O)cc1,-2,-3,6,13,4,-3,77*,1
Cc1cccc(N2CC(C(=O)Nc3nnc(SCc4cccnc4)s3)CC2=O)c1 (stereo unspecified),-2,3,-13,2,-2,x,8,-4
C=CCn1c(C)cc(C(=O)Cn2nc(C(=O)O)c3ccccc3c2=O)c1C,-6,-4,9,-83,0,2,-91,-27
COCCCN=CC1=C(O)CC(c2ccccc2)CC1=O (stereo unspecified),1,2,-2,9,10,x,2,3
CCn1cc(C(=O)Nc2ccc(C)cc2[N+](=O)[O-])c(C)n1,-4,x,-2,2,-4,4,-13,-30
O=C(CC(C(=O)O)c1c[nH]c2ccccc12)c1ccccc1 (stereo unspecified),-2,-1,-5,59,0,81*,-2,-8
